GPR7 antag = blocks human GPR7 receptor signaling; P48145; GPR7-expressing cells, fluorescence antagonist assay; inhibition, % at 4.4 µM; hit rate 1.1% among 290,000; in the data active = inhibition above about 16%, passing the limit was not always enough;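 also: cells stimulated with the agonist NPW; 0% = agonist with vehicle and 100% = vehicle without agonist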
Target sequence (P48145 whole entry, looked up): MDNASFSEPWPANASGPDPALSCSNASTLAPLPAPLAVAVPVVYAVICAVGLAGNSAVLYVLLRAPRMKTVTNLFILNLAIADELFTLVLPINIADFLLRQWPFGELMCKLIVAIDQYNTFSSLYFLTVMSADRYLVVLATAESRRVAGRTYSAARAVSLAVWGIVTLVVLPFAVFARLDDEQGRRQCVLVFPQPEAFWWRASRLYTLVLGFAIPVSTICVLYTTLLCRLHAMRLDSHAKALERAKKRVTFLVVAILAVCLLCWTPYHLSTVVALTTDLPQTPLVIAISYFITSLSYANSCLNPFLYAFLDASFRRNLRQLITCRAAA
V1R ag counter = counter-screen for oxytocin receptor agonists: human V1a receptor agonists. P37288. CHO-V1R cells, Fluo-8 calcium fluorescence, agonist mode; 0% DMSO, 100% 3 nM vasopressin. activation, % at 3 µM. hit rate 0.25% among 320,000. AID 2797;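 active = activation above the mean activation of all tested compounds plus 3 SD, per screening run, cut at about 20% in these data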;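 also: signal is peak over basal fluorescence ratio across a 100 second FLIPR read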
Target sequence (P37288 whole entry, looked up): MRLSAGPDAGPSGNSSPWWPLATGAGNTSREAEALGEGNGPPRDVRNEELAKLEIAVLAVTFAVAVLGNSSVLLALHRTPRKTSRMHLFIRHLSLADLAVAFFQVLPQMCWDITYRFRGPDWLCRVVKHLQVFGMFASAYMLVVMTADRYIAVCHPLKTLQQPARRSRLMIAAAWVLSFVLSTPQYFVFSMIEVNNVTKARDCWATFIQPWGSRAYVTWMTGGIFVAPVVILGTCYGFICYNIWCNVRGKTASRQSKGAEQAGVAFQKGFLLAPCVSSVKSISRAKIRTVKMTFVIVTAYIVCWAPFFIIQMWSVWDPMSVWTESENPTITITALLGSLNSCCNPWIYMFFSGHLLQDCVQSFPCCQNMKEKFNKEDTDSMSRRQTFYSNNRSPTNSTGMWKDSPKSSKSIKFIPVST
M1 ag parental = counter-screen for M1 agonists: effect in parental CHO-K1 cells. Fluo-8 calcium fluorescence; scaled to maximal ATP response, vehicle zero. activation, % at 3 µM. hit rate 0.48% among 360,000. AID 602248; in the data active = activation above about 15%;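 also: untransfected CHO-K1 host cells lacking M1 receptor as counterscreen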
OXTR ag = human OXTR agonism | P30559 | CHO-OTR cells, Fluo-8 calcium fluorescence; normalized: DMSO 0%, oxytocin 100% | activation, % at 3 µM | hit rate 0.32% among 320,000 | AID 2435;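 active = activation above the mean of all tested compounds plus 3 SD, cutoff set per screening run, cut at about 20% in these data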;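 also: peak over basal fluorescence ratio from a 100 s FLIPR kinetic read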
OXTR potentiator = human OXTR potentiation | CHO-OTR cells, Fluo-8 calcium fluorescence, potentiator mode; 0% = oxytocin EC15, 100% = EC100 | activation, % at 3 µM | hit rate 0.061% among 320,000 | AID 2445;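 active = activation above that plate's cutoff, the mean activation of tested compounds plus 3 SD, cut at about 6.6% in these data, passing the limit was not always enough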;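 also: 100% uses oxytocin at 75 nM as the full agonist control; some results filed as inactive read as strong as hits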
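Material: CHO-OTR cells, human receptor; compound dosing: single dose, 3.0 µM nominal final compound concentration; schedule: 6 min compound pre-incubation at room temperature, 100 s kinetic read; measured by: kinetic Fluo-8 calcium fluorescence; read-out basis: % activation vs EC15 and EC100 oxytocin; controls: EC15 oxytocin alone as 0%, 75 nM oxytocin as 100%; replicates: singlicate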
CHO parental Ca = counter-screen for OX1R antagonists: effect in parental CHO cells; parental CHO-K1, ATP-induced calcium, Fluo-8 fluorescence; inhibition, % at 5.6 µM; hit rate 0.63% among 330,000;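 active = inhibition above that plate's mean sample inhibition plus 3 SD, cut at about 26% in these data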;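 also: 0% = ATP-challenged DMSO wells and 100% = DMSO wells without ATP; some compounds past the cut are filed as inactive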
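Material – parental CHO cells · Reagent – ATP stimulus · Compound – single nominal dose of 5.6 µM per compound · Detection – Fluo-8 fluorescence · Read-out basis – percent inhibition of calcium signal · Controls – ATP-challenged DMSO wells low, unchallenged DMSO wells high · Repeats – no replicates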
TAAR1 antagonist = human TAAR1 antagonism | inhibition, % at 3 µM | CHO RD-HGA16 TAAR1, Fluo-8 calcium fluorescence, antagonist | hit rate 1.5% among 360,000;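 active = inhibition above a per-plate cutoff, the mean inhibition of test compounds on that plate plus 3 SD, cut at about 49% in these data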;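 also: 0% = DMSO plus EC80 beta-PEA response and 100% = DMSO alone without agonist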
Target sequence (Q96RJ0 whole entry, looked up): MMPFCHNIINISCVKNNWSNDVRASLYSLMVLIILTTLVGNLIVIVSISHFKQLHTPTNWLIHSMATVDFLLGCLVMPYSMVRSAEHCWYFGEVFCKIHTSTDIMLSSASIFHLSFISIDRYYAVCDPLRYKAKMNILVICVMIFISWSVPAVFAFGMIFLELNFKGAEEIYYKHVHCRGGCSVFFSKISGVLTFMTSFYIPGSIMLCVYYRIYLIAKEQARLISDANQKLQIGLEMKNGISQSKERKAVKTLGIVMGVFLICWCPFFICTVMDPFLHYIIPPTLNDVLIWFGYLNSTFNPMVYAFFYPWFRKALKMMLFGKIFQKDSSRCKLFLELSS
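Test system: CHO RD-HGA16 cells bearing hTAAR1 | Reagent: β-PEA, EC80 | Compound dosing: 3 µM, single point | Schedule: Dye loading 75 min at 37 °C, then 30 min room temperature | Signal: Calcium fluorescence with Fluo-8 | Evaluation: Percent inhibition of PEA-evoked calcium signal, max/basal emission ratio | Control set: DMSO-only wells and EC80 β-PEA-stimulated wells | Repeats: Singlicate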
M1 PAM parental = counter-screen for M1 PAMs: effect in parental CHO-K1 cells | ATP EC20, Fluo-8 calcium fluorescence; 0% at ATP EC20, 100% at ATP max | activation, % at 3 µM | hit rate 0.02% among 360,000 | AID 602247;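 active = activation above the run cutoff, the mean activation of all test compounds plus 3 SD, cut at about 40% in these data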;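 also: peak over basal fluorescence ratio in a 140 s read after ATP addition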
CHO-K1 Ca antag = counter-screen for M1 antagonists: effect in parental CHO-K1 cells | ATP-induced calcium, Fluo-8 fluorescence | inhibition, % at 3 µM | hit rate 0.6% among 360,000 | AID 602250;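 active = inhibition above a per-plate cutoff, the plate's mean sample inhibition plus 3 SD, cut at about 24% in these data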;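 also: 0% = DMSO plus EC80 ATP and 100% = DMSO alone without ATP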
* hit, by the source's call; nt = not tested or not shown.

#	SMILES	GPR7 antag	V1R ag counter	M1 ag parental	OXTR ag	OXTR potentiator	CHO parental Ca	TAAR1 antagonist	M1 PAM parental	CHO-K1 Ca antag
1	CCOC(=O)c1c(NC(=O)CSc2n[nH]c(N)n2)sc(CC)c1C	-9.3	-0.3	-0.7	-1.3	-0.6	-7.9	-13.8	-2.5	-11.6
2	COc1cc(C2C3=C(CCCC3=O)Nc3[nH]n(-c4ccccc4)c(=O)c32)cc(OC)c1OC (stereo not drawn)	-13.2	1.1	0.4	-0.5	-8.6	6.2	-2.4	9.6	-2.0
3	CSc1ccc(CN(C)C(=O)CN2C(=O)NC3(CCCC3)C2=O)cc1	nt	-1.0	1.1	0.4	-3.8	-7.7	-21.0	25.2	-15.2
4	Cc1cc(CSc2ccccc2)ccc1NC(=O)c1ccc(Br)cc1	-1.5	1.1	0.8	1.0	-0.1	-9.0	22.1	22.0	-5.8
5	Cc1ccc(-c2nnn(CC(=O)N(CC(=O)NC3CCCC3)c3ccc(F)c(Cl)c3)n2)o1	-14.6	0.6	0.1	-0.5	-25.2	-17.8	7.5	0.8	-18.2
6	O=[N+]([O-])c1ccc(/C=N/NC(=S)Nc2ccccc2C(F)(F)F)o1	-3.9	0.2	1.3	0.3	1.7	2.0	12.5	4.5	0.1
7	N/C(=N\OC(=O)CSc1ccccc1)c1ccc([N+](=O)[O-])cc1	-7.3	0.5	0.5	-1.8	-6.9	-2.2	-12.2	14.1	-0.8
8	CCOc1ccc(-c2[nH]ncc2-c2ccc(Cl)cc2)c(O)c1	-23.6	-0.8	0.1	-1.9	-20.7	3.7	-2.6	19.0	-13.1
9	CCSc1nnc(C)c2ccccc12	-0.9	0.3	1.0	-0.8	-2.1	-10.0	-1.7	9.8	0.7
10	CCOC(=O)CCN	nt	1.5	-0.2	0.8	-9.4	-8.3	-5.2	6.0	-4.8
11	N#C/C(=C\c1c[nH]c2ccccc12)C(=O)Nc1ncc(Cc2ccc(Cl)cc2Cl)s1	0.8	0.1	1.5	0.5	-5.8	-12.9	-18.6	-3.2	-2.9
12	COc1cc(C2CC(c3cccnc3)=NN2c2ccc(F)cc2)cc(OC)c1OC (stereo not drawn)	1.3	0.5	-0.7	-0.6	-4.3	-6.3	-22.5	-1.4	2.2
13	Cc1cccc(NC2CNC(=O)NC2=O)c1 (stereo not drawn)	nt	nt	0.8	nt	nt	nt	-7.0	5.6	-2.1
14	CC1CCC2(CC1)NC(=O)N(CC(=O)NCc1cccs1)C2=O (stereo not drawn)	-6.8	-0.5	-0.4	-0.6	-5.5	-0.1	-10.8	12.8	-4.2
15	CCCNC(=O)c1c(N)n(-c2ccc(S(N)(=O)=O)cc2)c2nc3ccccc3nc12	2.2	1.3	0.3	1.1	3.0	2.7	3.4	10.2	-2.5
16	CCN1CCc2c(sc(NC(=S)NC(=O)c3ccccc3)c2C#N)C1	2.0	1.5	0.1	0.9	-17.5	-13.7	3.8	21.0	-21.1
17	Cc1c(C)n(CCc2ccccc2)c2ncnc(NN)c12	17.7	1.9	0.3	-1.2	-17.9	-32.8	1.5	5.5	6.8
18	O=C(CC1NC(=O)NC1=O)NC1(C(=O)NC2CCCCC2)CCCCC1 (stereo not drawn)	3.0	1.4	-0.1	0.3	-12.1	-8.6	1.9	-2.6	-0.5
19	NCCCC[C@H]1CNC(=O)C(=O)N1CCCCC1CCCCC1	nt	1.2	1.1	1.1	-0.6	-3.2	6.1	18.3	-8.5
20	CCOC(=O)c1ccc(NC(=O)NNS(=O)(=O)c2cc(OC)ccc2OC)cc1	-8.9	1.1	1.3	0.8	-0.3	-10.8	6.6	-5.0	2.2
21	O=C(Nc1cccc(Cl)c1)N1CCSc2cc(Cl)ccc21	-6.9	-1.1	1.6	-1.9	-5.5	2.0	20.3	2.4	2.8
22	c1ccc(-c2csc(-n3cnnn3)n2)cc1	0.9	-1.3	-0.3	-1.3	-4.6	12.5	12.7	-7.3	29.6*
23	COc1ccc(/C=C2\CN(Cc3ccccc3)C/C(=C\c3ccc(OC)c(O)c3)C2=O)cc1O	2.7	0.8	7.2	-0.8	-14.8	-15.1	70.6*	9.9	3.8
24	COC(=O)c1ccc(NC(=O)c2cc[n+](Cc3ccccc3)cc2)cc1	-9.7	nt	0.4	nt	nt	nt	10.4	13.2	-12.1
25	Cc1c(OCC(=O)NCC(O)c2ccccc2)ccc2c(-c3ccccc3)cc(=O)oc12 (stereo not drawn)	11.2	1.2	2.3	0.4	-8.1	-9.0	28.6	12.7	-12.0

New compounds follow:
#	SMILES	GPR7 antag	V1R ag counter	M1 ag parental	OXTR ag	OXTR potentiator	CHO parental Ca	TAAR1 antagonist	M1 PAM parental	CHO-K1 Ca antag
26	CC(=O)Nc1nc(C(=O)Nc2c(C)n[nH]c2C)cs1	-5.1	-0.7	0.3	0.7	-3.6	-7.8	2.8	2.9	-31.6
27	Cc1ccc2nc(CCc3nc4ccc(C)cc4[nH]3)[nH]c2c1	-22.9	0.9	0.6	-1.1	3.2	-17.9	-29.0	17.2	-0.8
28	Cc1nc(Nc2ccncc2)c2oc3ccccc3c2n1	0.0	0.2	1.5	1.2	-0.2	-2.4	2.0	17.4	-14.4
29	COc1ccc(/C=C(/C(=O)Nc2ccccc2C(=O)NC(C)C)c2ccccc2)cc1	-7.6	-0.4	2.1	-1.4	-3.5	-20.4	44.8	10.1	11.2
30	O=C(Oc1ccccc1C(=S)N1CCOCC1)c1ccccc1	-6.6	0.2	0.2	0.1	6.9	-15.9	-12.0	3.1	-16.0
31	O=C(NCc1ccco1)/C(=C/c1ccc(F)cc1)NC(=O)c1ccccc1	-2.4	-0.2	0.3	0.3	2.3	-6.9	-31.9	-15.1	-3.8
32	CCCN(CCO)Cc1cccc(Cl)c1	-3.6	0.6	0.0	0.9	0.9	-5.7	11.8	-1.4	9.6
33	COc1ccccc1C1CC(c2ccc(Cl)cc2)Nc2nc(N)nn21 (stereo not drawn)	12.6	2.6	0.8	7.6	-4.4	-8.6	-4.7	3.7	4.0
34	O=C(Cc1ccccc1)N[C@H](c1ccccc1)P(=O)(O)CO	-10.2	1.5	0.5	0.1	0.8	-4.4	-3.4	16.9	-11.4
35	O=C(COC(=O)c1ccccc1Nc1ccccc1F)c1ccccc1	-19.3	2.0	1.8	1.9	-4.5	-5.8	-18.8	11.4	-6.6
36	CC(=O)Nc1ccc(-c2ccnc3c2CC(C)(C(=O)NCc2cccc(Cl)c2)O3)cc1 (stereo not drawn)	nt	nt	-0.4	nt	nt	nt	-17.4	-16.4	13.6
37	CCCCNC(=O)c1cn(-c2ccc(OCC)cc2)c(=O)c2cc(OC)c(OC)cc12	-8.1	-0.6	2.0	-2.4	-5.6	-21.4	39.1	-0.6	13.5
38	Cc1ccc(C)c2[nH]c(=O)c(CCNC(=O)c3ccc(S(=O)(=O)N(C)C)cc3)cc12	-6.1	1.4	2.8	0.2	-5.8	-23.6	-13.1	29.1	-24.9
39	CCOc1cc(-c2nc(C)c(C(C)=O)n2O)ccc1OCC(=O)Nc1ccc(F)cc1	-6.6	-0.5	0.7	0.1	0.1	-9.7	7.7	15.5	-14.2
40	COc1cccc(C(=O)Nc2ccc3c(c2)C(=O)N(CCC(=O)O)C3=O)c1	2.0	0.0	0.1	1.2	-2.5	4.2	-3.0	0.1	-7.4
41	Cc1ccc(C(O)(C(=O)NN(C(=O)c2ccccc2)c2ccccc2)c2ccc(C)cc2)cc1	35.8*	0.2	2.2	-2.3	-13.3	-1.6	6.2	19.2	-9.2
42	O=S(=O)(/C=C/c1ccccc1)N1CCNCC1	-9.5	-0.3	-0.4	-0.4	-4.3	-19.8	-1.3	17.3	-11.8
43	O=c1cc(C(F)(F)F)nc(-c2ccccc2OC(F)(F)F)[nH]1	-11.2	-0.4	0.4	-0.5	4.0	-1.3	-30.2	15.2	-9.8
44	Cc1ccccc1OCC(O)CN1CCN(CC(O)COc2ccccc2C)C(C)C1 (stereo not drawn)	-3.5	8.4	3.4	10.2	-10.9	-12.3	-17.5	14.4	-10.6
45	Cc1cccc(/C=N/NC(=O)c2ccc(NC(=O)c3cccc(Cl)c3)cc2)n1	5.7	-0.8	4.7	-1.0	-8.3	33.6	43.4	-23.3	-7.2
46	COc1cccc(NC(=O)CCSc2ccc3ccccc3n2)c1	1.2	1.8	5.0	-1.1	-2.7	-10.5	76.4*	25.4	-14.0
47	COc1cc(C(=O)Nc2ccc3c(c2)OCCO3)ccc1OC(C)C	-0.2	-0.6	0.1	-1.4	6.3	-7.7	0.5	-6.0	7.5
48	Cc1cc(NC(=O)CCC(=O)N(c2ccccc2)C(C(=O)NC2CCCC2)c2ccccc2)no1 (stereo not drawn)	-16.6	-0.9	1.0	-1.0	-2.1	-16.3	11.5	18.1	-6.8
49	CCN=C1S/C(=C/c2ccc(-c3ccc(Cl)cc3C(=O)O)o2)C(=O)N1CC	-6.7	4.5	0.8	2.7	-15.5	-16.9	-17.6	-30.0	-7.1
50	CCn1c(SCC(=O)c2ccccc2)nnc1-c1cccnc1	-4.1	0.7	0.9	0.8	1.0	7.2	5.6	28.0	-15.1

(more compounds)
#	SMILES	GPR7 antag	V1R ag counter	M1 ag parental	OXTR ag	OXTR potentiator	CHO parental Ca	TAAR1 antagonist	M1 PAM parental	CHO-K1 Ca antag
51	O=C(NCCc1ccccc1)C1CCN(c2nc3ccccc3o2)CC1	-5.5	0.4	1.6	-0.1	-5.0	-19.9	nt	20.9	-17.0
52	Cc1ccc(C(O)c2ccncc2)cc1 (stereo not drawn)	6.9	-0.1	1.7	1.0	-7.8	-12.1	0.6	17.8	-5.8
53	CN1CCN(c2nc(-c3ccc(Cl)cc3)cc(=O)[nH]2)CC1	1.7	1.5	0.3	1.8	-7.1	-11.6	-9.4	-8.2	0.2
54	Cc1ccc(NC(=O)Cc2c(F)cccc2Cl)cc1S(=O)(=O)N1CCOCC1	nt	1.9	-0.1	2.2	-1.8	-20.5	1.9	-17.8	7.0
55	COc1ccc(NC2=CC(c3ccc(OC)cc3)N(c3ccc(OC)cc3)C2=O)cc1 (stereo not drawn)	-2.0	0.9	13.3	1.2	-5.1	-0.9	-8.9	11.0	4.0
56	CCn1c(SCC(=O)NC(C)(C)C)nnc1-c1ccncc1	-18.8	0.0	-0.1	0.7	-6.9	-1.5	-2.0	12.2	-14.8
57	C/C(=N/NC(=O)CN1CCN(Cc2ccccc2Cl)CC1)c1cccnc1	-3.1	-0.5	-0.3	1.6	-2.6	-12.7	18.7	-16.3	6.8
58	CC1CCN(c2ccc(NC(=O)c3ccc(Br)o3)cc2)CC1	-6.3	5.4	0.0	-0.9	-5.0	2.6	21.9	10.7	-4.0

No enrichment for hits; any-hit rate near 3.5%.
